# From PubChem
# SKKanGAS inh = blocks kanamycin growth of S. pyogenes SKKanGAS strain. BacTiter-Glo, 6 h. inhibition, % at 7.5 µM. 1.3% of 300,000 active. AID 1662;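 active = mean replicate score, as percent of positive control median, at least 50; inconclusive = mean below 50 but one replicate at or above 50; inactive = mean and every replicate below 50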;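 also: strain carries kanamycin resistance gene driven by streptokinase promoter and grows in 40 µg/ml kanamycin; loss of luminescence reflects streptokinase promoter inhibition or plain growth inhibition; 0% = median of DMSO wells and 100% = positive control at its reference dose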
# TRPC6 act = mouse TRPC6 channel activation; 0.13% of 310,000 active; B-score at 10 µM; Q61143; HEK293-TRPC6 membrane potential dye fluorescence; hits give high values; AID 2550;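 active = B-score of the integrated fluorescence ratio above library mean plus 3 SD, and starting fluorescence ratio within library mean plus 5 SD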;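 also: higher score means more depolarization so channel activation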
# TMEM16A act = activators or potentiators of mouse TMEM16A chloride channel; Q8BHY3; HEK293 TMEM16A/YFP-H148Q/I152L, iodide quench fluorescence; hits give low values; B-score at 10 µM; 0.3% of 340,000 active; AID 623877;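 active = fluorescence-ratio B-score plate-corrected deviation score at least 3 library SD below zero, with starting fluorescence score within 5 deviations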;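 also: channel opened by trigger with iodide after compound preincubation; score built on the fluorescence ratio of max minus min over baseline; more negative score means more quench and so TMEM16A activation or potentiation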
# RGS4 inh = human RGS4 inhibition. HEK293 M3R/RGS4 inducible, Fluo-4 calcium flux; hits give high values; triggered by carbachol at its EC20. B-score at 10 µM. 0.45% of 310,000 active;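 active = B-score, a plate-corrected calcium signal, over three deviations above library mean, with baseline fluorescence within five deviations of library mean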;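 also: RGS4 expression induced by doxycycline in cells with stable M3 receptor; B-score is computed from the integrated fluorescence ratio over baseline after carbachol; higher B-score means a larger calcium signal and so more RGS4 inhibition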
# Target sequence (P49798 whole entry, looked up): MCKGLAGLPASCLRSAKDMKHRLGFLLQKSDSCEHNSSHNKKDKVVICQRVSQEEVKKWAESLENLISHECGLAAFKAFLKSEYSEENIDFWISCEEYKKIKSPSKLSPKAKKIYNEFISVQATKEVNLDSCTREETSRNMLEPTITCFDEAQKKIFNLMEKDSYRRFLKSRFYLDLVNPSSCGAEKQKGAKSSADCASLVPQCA
# MrgX1 allo act = human MrgX1 positive allosteric modulation, primary screen | MrgX1-HEK293, Fluo-4 calcium flux, FDSS; hits give high values | B-score at 10 µM | 0.63% of 310,000 active | AID 588675;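 active = plate-corrected calcium response at least 3 library SD above typical, normal starting fluorescence, not activating the receptor alone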;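 also: compound read alongside a low EC10 to EC30 dose of BAM8-22 agonist; peak minus trough fluorescence over baseline measured at the second addition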
# Target sequence (Q96LB2 whole entry, looked up): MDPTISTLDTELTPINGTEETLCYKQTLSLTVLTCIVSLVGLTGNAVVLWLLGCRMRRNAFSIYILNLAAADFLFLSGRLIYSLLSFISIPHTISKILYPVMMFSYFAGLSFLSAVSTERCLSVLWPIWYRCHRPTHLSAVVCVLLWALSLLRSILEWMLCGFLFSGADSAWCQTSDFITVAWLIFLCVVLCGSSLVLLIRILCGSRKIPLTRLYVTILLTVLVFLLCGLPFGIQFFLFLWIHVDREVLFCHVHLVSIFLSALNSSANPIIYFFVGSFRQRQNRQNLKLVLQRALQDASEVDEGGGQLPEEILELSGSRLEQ
# RGS4 act = potentiators or activators of RGS4; HEK293 M3R/inducible RGS4, carbachol calcium flux Fluo4; hits give low values; B-score at 10 µM; 0.92% of 310,000 active; AID 463111;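 active = B-score of the integrated calcium signal more than 4 SD below the library mean, with starting fluorescence not abnormally high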;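 also: negative B-score means reduced calcium response which marks RGS4 activation or potentiation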
#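 Reagent: ECmax carbachol challenge; Test system: M3R-expressing HEK293 line, RGS4 induced by doxycycline; Schedule: overnight RGS4 induction, 30 min dye load 37 °C, 20 min compound RT; Detection: calcium dye Fluo4 fluorescence; Read-out: Agonist-evoked peak-minus-minimum fluorescence over baseline, integrated ratio, B score.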
# HDAC3 inhib = human HDAC3 inhibition; O15379; recombinant HDAC3, fluorogenic peptide/trypsin coupled, fluorescence; inhibition, % at 8.3 µM; 0.15% of 320,000 active; in the data active = inhibition above about 26%, passing the limit was not always enough; inconclusive = no clear call, values can overlap the other calls
# Target sequence (O15379 whole entry, looked up): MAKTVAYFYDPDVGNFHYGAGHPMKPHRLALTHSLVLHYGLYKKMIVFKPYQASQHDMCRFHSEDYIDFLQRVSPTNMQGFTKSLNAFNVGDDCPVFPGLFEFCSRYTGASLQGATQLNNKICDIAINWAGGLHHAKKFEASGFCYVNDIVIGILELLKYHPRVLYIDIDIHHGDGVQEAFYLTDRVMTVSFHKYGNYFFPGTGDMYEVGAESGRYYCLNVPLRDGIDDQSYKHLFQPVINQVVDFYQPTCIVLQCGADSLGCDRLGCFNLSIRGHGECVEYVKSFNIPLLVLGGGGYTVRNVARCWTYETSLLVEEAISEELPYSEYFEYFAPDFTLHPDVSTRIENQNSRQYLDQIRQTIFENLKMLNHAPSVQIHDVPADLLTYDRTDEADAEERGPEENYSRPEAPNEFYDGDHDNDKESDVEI
# MrgX1 agonist = agonists of human MrgX1 receptor; Q96LB2; 0.44% of 310,000 active; B-score at 10 µM; MrgX1-HEK293 cells, Fluo-4 calcium fluorescence, agonist mode; hits give high values;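 active = calcium response B-score plate-corrected fluorescence ratio at least 3 library SD, with starting fluorescence B-score inside 5 SD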
#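 Material: MrgX1-expressing HEK293 cells / Dosing: compound as first of three additions / Incubation: overnight seeding, then 1 h dark dye loading / Signal: Fluo-4 NW calcium fluorescence / Evaluation: B-scored fluorescence response ratio / Benchmarks: positive and negative control wells on each plate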
# ANO1 block = blocks the mouse calcium-activated chloride channel TMEM16A | HEK293 TMEM16A/YFP iodide influx fluorescence, ionomycin | normalized B-score (activity score, 25-100; higher = stronger inhibition) at 10 µM | 1.2% of 310,000 active | AID 588511;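 active = ratio plate-corrected score three or more library SD toward inhibition, starting fluorescence score within five deviations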;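 also: score derived from kinetic fluorescence span divided by baseline fluorescence per well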
# TRPC6 inhibitor = blocks the mouse TRPC6 cation channel; Q61143; HEK293-TRPC6, membrane potential dye, ACh-evoked depolarization; hits give low values; B-score at 10 µM; 1.1% of 310,000 active; AID 2553;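 active = B-score under library mean minus 3 SD, initial fluorescence not abnormally high, positive integrated signal ratio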;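 also: B-score derived from integrated fluorescence ratio over the kinetic read; more negative B-score means stronger inhibition of depolarization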
# MrgX1 antagonist = antagonists of human MrgX1 receptor; 1.3% of 310,000 active; AID 588676; B-score at 10 µM; Q96LB2; MRGX1-HEK293 calcium flux, Fluo-4, BAM8-22 antagonism; hits give low values;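 active = calcium-response B-score plate-corrected more than 3 library SD below zero, starting fluorescence within 5 deviations, no agonist response on first addition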;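 also: peak minus trough fluorescence over baseline after final BAM8-22 challenge near maximal dose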
# * hit, by the source's call; i = inactive; u = inconclusive; x = not tested or not shown. Compounds as they come, and some 6.7% of all compounds hit somewhere here.
# Values in the order: TMEM16A act	MrgX1 antagonist	HDAC3 inhib	SKKanGAS inh	MrgX1 allo act	RGS4 act	MrgX1 agonist	RGS4 inh	TRPC6 act	ANO1 block	TRPC6 inhibitor
Cc1ccc(CC2S/C(=C(/C#N)C(=O)NCc3ccco3)N(c3ccccc3)C2=O)cc1 (stereo not drawn)
→ i	i	4	1	i	i	i	i	i	i	i
CCOC(=O)N1CCc2c(sc3[nH]c(=S)[nH]c(=S)c23)C1
→ x	i	-1	10	i	i	i	i	i	i	i
CCCCNC(=O)c1onc(CSc2ccc(F)cc2)c1C(=O)NCCCC
→ i	i	5	5	i	i	i	i	i	i	i
CSc1nc(-c2ccccc2)cn1-c1ccc(NC(C)=O)cc1
→ i	i	7	2	i	i	i	i	i	i	i
COc1cccc(-c2ocnc2C(=O)Nc2ccc3c(c2)CCC3)c1
→ i	i	5	4	i	i	i	i	i	i	i
CC1CCN(C(=O)c2[nH]cnc2C(=O)N[C@@H](C)C(=O)OC(C)(C)C)CC1
→ i	i	-2	-3	i	i	i	i	i	i	i
COCCn1c(SCC(=O)c2ccc3c(c2)OCCO3)nnc1-c1ccco1
→ i	i	7	-1	i	i	i	i	i	i	i
CCc1ccc(NC(=O)CCS(=O)(=O)c2ccc(Br)cc2)cc1
→ i	i	6	-5	i	i	i	i	i	i	i
CCOc1ccc2nc(NC(=O)CCn3cccc3)sc2c1
→ i	i	0	3	i	i	i	i	i	i	i
C/C(=N\NC(=O)c1ccc(NS(=O)(=O)c2cccs2)cc1)c1ccc2c(c1)OCO2
→ i	i	11	6	i	i	i	i	i	i	i
O=C(COC(=O)c1ccc(F)cc1)Nc1ccccc1N1CCOCC1
→ i	i	-3	-4	i	i	i	i	i	i	i
CCn1c(SCC(=O)c2ccc(C)cc2)nnc1-c1ccncc1
→ i	i	-6	-9	i	i	i	i	i	i	i
Cc1ccc2cc(C#N)c(SCC(=O)N3CCCc4ccccc43)nc2c1C
→ i	i	-4	-5	i	i	i	i	i	i	i
Cc1ccc(C2=NN3C(C2)c2ccccc2OC32C(=O)Nc3ccccc32)cc1 (stereo not drawn)
→ i	i	17	15	i	i	i	i	i	i	i
Cc1ccc2[nH]c(=O)cc(C(=O)OCC(=O)c3ccccc3)c2c1
→ i	i	11	0	i	i	i	i	i	i	i
C(=N\Nc1nncn1/N=C/c1ccco1)/c1ccco1
→ i	i	x	-2	i	i	i	i	i	i	i
Cc1ccc(-c2ccc(C)c(N)c2C)c(C)c1N
→ i	i	3	4	i	i	i	i	i	i	i
O=C(Nc1cccs1)Nc1ccc(F)cc1F
→ i	i	-2	4	i	i	i	i	i	i	i
Cn1ccnc1SCC(=O)Nc1cccc([N+](=O)[O-])c1
→ i	i	2	5	i	i	i	i	i	i	i
Cc1cc(N2CCCC2)ccc1/C=C1/C(=O)N(C)C(=S)N1C
→ i	i	-2	21	i	i	i	i	i	i	i
FC(F)Oc1ccccc1NC(=S)NCc1ccco1
→ i	i	5	2	i	i	i	i	i	i	i
Cc1ccc(CC(=O)c2ccc(Cl)cc2)cc1
→ i	i	0	2	i	i	i	i	i	i	i
CNC(=O)C(=O)NCCN1CCN(C(=O)c2ccc([N+](=O)[O-])cc2)CC1
→ i	i	2	2	i	i	i	i	i	i	i
N#CC(CO)(Cc1ccc(OC(F)F)cc1)c1nc2ccccc2[nH]1 (stereo not drawn)
→ i	i	1	-4	i	i	i	i	i	i	i
CCOCCCNC(=O)C1CCC(CNS(=O)(=O)c2ccc(F)cc2)CC1 (stereo not drawn)
→ i	i	5	8	i	i	i	i	i	i	i
Cc1ccccc1NC(=O)NNC(=O)COc1ccc2ccccc2c1
→ i	i	7	-10	i	i	i	i	i	i	i
COc1ccc(C)cc1NC(=O)NC1CCCCCCC1
→ i	i	16	x	i	i	i	i	i	i	i
CCN(CC)CCNC(=O)C12CC3CC(CC(C3)C1)C2
→ i	i	5	4	i	i	i	i	i	i	i
O=C(Nc1cccc(-c2nc3cccnc3s2)c1)c1ccc(Cl)nc1
→ i	i	-3	3	i	i	i	i	i	i	i
CCCNC(=S)N1CCN(C)CC1
→ i	i	-1	-6	i	i	i	i	i	i	i
CC(=O)N1c2ccc(S(=O)(=O)NCC3CCC(C(=O)Nc4cccc(C)n4)CC3)cc2CC1C (stereo not drawn)
→ i	i	5	-7	i	i	i	i	i	i	i
Cc1ccc(S(=O)(=O)Nc2c(C)nn(C)c2C)cc1C
→ i	i	0	-10	i	i	i	i	i	i	i
CCc1cc2c(=O)nc3n(c2s1)Cc1ccccc1/C3=C(/O)c1cccc([N+](=O)[O-])c1
→ i	i	0	14	i	i	i	i	i	i	i
O=S(=O)(NCc1ccco1)c1cnc(Cl)c(Cl)c1
→ i	i	-1	-7	i	i	i	i	i	i	i
Cc1ccc(C(=O)n2cnnc2N)cc1C
→ i	i	u	-4	i	i	i	i	i	i	i
CCOC(=O)C[C@H]1c2ccc(C(F)(F)F)cc2S(=O)(=O)N1C(C)C
→ i	i	5	6	i	i	i	i	i	i	i
Cc1ccc(CCCOC(=O)C[N+]2(C)CCCCC2)cc1
→ i	i	1	2	i	i	i	i	i	i	i
O=S(=O)(Nc1ccc2c(c1)nc1n2CCN(Cc2ccccc2)C1)c1ccccc1
→ i	i	0	-1	i	i	i	i	i	i	i
COC(=O)c1cn(-c2ccc(Cl)cc2)c(=O)c2ccccc12
→ i	i	-5	-5	i	i	i	i	i	i	i
Cc1ccc(C)c(OCCCN2CCCC2)c1
→ i	i	1	1	i	i	i	i	i	i	i
O=c1cc(NC2CCCCCC2)[nH]c(=O)[nH]1
→ i	i	-2	-6	i	i	i	i	i	i	i
O=C(CSc1nnc2ccc(-c3ccccn3)nn12)Nc1ccccc1
→ i	i	-4	-3	i	i	i	i	i	i	i
Cc1cc(/C=N/NC(=O)C(=O)N2CCCC2)c(C)n1-c1cccc(Br)c1
→ i	i	1	-4	i	i	i	i	i	i	i
CN(CC(=O)NCc1ccc2c(c1)OCO2)S(=O)(=O)c1ccc(F)cc1
→ i	i	3	0	i	i	i	i	i	i	i
COc1ccc2nc(SCC(=O)NCc3ccc(F)cc3)[nH]c2c1
→ i	i	-2	-12	i	i	i	i	i	i	i
CC1(C(=O)N2CCN(c3ccccc3)CC2)CC1(Cl)Cl (stereo not drawn)
→ i	i	5	-1	i	i	i	i	i	i	i
CSc1nc(N)nc(N(C)C)n1
→ i	i	-3	-5	i	i	i	i	i	i	i
Nc1ccc(-c2cn3cccnc3n2)cc1
→ i	x	x	u	x	i	x	i	i	x	i
COc1ccccc1OCCNC(=O)C1CCCCC1
→ i	i	-3	4	i	i	i	i	i	i	i
O=C(COC(=O)c1ccc(Cl)s1)c1ccc[nH]1
→ i	i	5	0	i	i	i	i	i	i	i
C=C(C)CNC(=S)N/N=C(\C)c1ccc(OC)cc1
→ i	i	-6	-5	i	i	i	i	i	i	i
CN(Cc1cccc(F)c1)C(=O)c1cc(=O)[nH]c2ccccc12
→ i	i	0	-7	i	i	i	i	i	i	i
CCOc1ccccc1CN1CCNC(=O)C1CC(=O)N(C)CCc1cnn(C)c1 (stereo not drawn)
→ i	i	u	0	i	i	i	i	i	i	i
CCOC(=O)c1c(C=O)c2sc(C)cc2n1C
→ i	i	0	-11	i	i	i	i	i	i	i
Cc1ccc(C)n1-c1ccc(C(=O)NCc2ccncc2)cc1
→ i	i	-1	-2	i	i	i	i	i	i	i
Cc1ccc(C)c(NC(=O)c2ccccc2NC(=O)C2CCCO2)c1 (stereo not drawn)
→ i	i	-3	-7	i	i	i	i	i	i	i
CC(C)(C)c1csc(NC(=O)c2cccs2)n1
→ i	i	4	18	i	-8.2*	i	i	i	i	i
O=C(NCc1ccccn1)Nc1ccccc1
→ i	i	1	1	i	i	i	i	i	i	i
Cc1[nH]c(=O)[nH]c(=O)c1CSCC(=O)OCC(=O)Nc1ccccn1
→ i	i	-1	-2	i	i	i	i	i	i	i
Cc1ccc(C(=O)NCC(=O)N2CCN(c3ncccn3)CC2)s1
→ i	i	-5	3	i	i	i	i	i	i	i

# Next part:
# Values in the order: TMEM16A act	MrgX1 antagonist	HDAC3 inhib	SKKanGAS inh	MrgX1 allo act	RGS4 act	MrgX1 agonist	RGS4 inh	TRPC6 act	ANO1 block	TRPC6 inhibitor
COc1cccc(Oc2cnc(N)nc2-c2ccc(OC)cc2O)c1
→ i	i	2	11	i	i	i	i	i	i	i
Cc1cccc(NC(=S)N2CCC(c3nc4ccccc4s3)CC2)c1
→ i	i	0	1	i	i	i	i	i	i	i
CCNc1cccc2c1C(=O)N(C)C2=O
→ i	i	-1	11	i	i	i	i	i	i	i
COc1ccc(C2=NS(=O)(=O)N(C)C(C(=O)Nc3cc(C)ccc3O)=C2)cc1OC
→ i	i	6	2	i	i	i	i	i	i	i
COc1ccc2oc(C(=O)OCC(=O)N(C)Cc3ccccc3)c(C)c2c1
→ i	i	-2	-11	i	i	i	i	i	i	i
Cc1ccc(C(=O)N/N=C2\CC3CC=CC23)c(C)c1 (stereo not drawn)
→ i	i	-2	-2	i	i	i	i	i	i	i
CN1c2cccc3cccc(c23)N(C)C1c1cccs1
→ i	i	-1	2	i	i	i	i	i	i	i
Cc1ccc(C(=O)NCCCNCCCN(C)C)cn1
→ x	i	2	-1	i	i	i	i	i	i	i
Cc1cc(C)n(Cc2ccc(C(=O)NN)o2)n1
→ i	i	11	3	i	i	i	i	i	i	i
CCCCn1c(SCC(=O)N2CCOCC2)nnc1-c1ccoc1C
→ i	i	-2	0	i	i	i	i	i	i	i
CC(=O)c1c(N2CCOCC2)nc2ccc(Cl)cc2c1-c1ccccc1
→ i	i	2	19	i	i	i	i	i	i	i
CCN(CC)CCN(C(=O)c1cc2ccccc2cc1OC)c1nc2ccc(F)cc2s1
→ i	i	12	6	i	i	i	i	i	i	i
O=C(NCC1CCCO1)C1CCN(C2CCN(Cc3ccco3)CC2)CC1 (stereo not drawn)
→ i	i	5	7	i	i	i	i	i	i	i
